Screening results deposited in PubChem BioAssay by several laboratories.
p47phox inh: p47phox/p22phox peptide binding inhibitors, primary screen, biochemical, uHTS, NADPH oxidase regulatory subunit | Neutrophil cytosol factor 1 (Homo sapiens), P14598 | actives 0.53% (n = 220,000) | inhibition, % at 24.7 µM | fluorescence polarization, 2 h;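 active means inhibition above about 30%, limit read from the data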;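 further: 0% = p47phox with labelled peptide and 100% = labelled peptide alone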
Furin inhibitor: human furin inhibitors, primary screen, biochemical, fluorescence intensity. P09958. purified furin, fluorogenic substrate cleavage. inhibition, % at 30 µM. actives 0.061% (n = 220,000). AID 463115, 2010; in the data active means inhibition above about 25%; further: inactives centre near -15
Target sequence (P09958 108-714 limits assumed): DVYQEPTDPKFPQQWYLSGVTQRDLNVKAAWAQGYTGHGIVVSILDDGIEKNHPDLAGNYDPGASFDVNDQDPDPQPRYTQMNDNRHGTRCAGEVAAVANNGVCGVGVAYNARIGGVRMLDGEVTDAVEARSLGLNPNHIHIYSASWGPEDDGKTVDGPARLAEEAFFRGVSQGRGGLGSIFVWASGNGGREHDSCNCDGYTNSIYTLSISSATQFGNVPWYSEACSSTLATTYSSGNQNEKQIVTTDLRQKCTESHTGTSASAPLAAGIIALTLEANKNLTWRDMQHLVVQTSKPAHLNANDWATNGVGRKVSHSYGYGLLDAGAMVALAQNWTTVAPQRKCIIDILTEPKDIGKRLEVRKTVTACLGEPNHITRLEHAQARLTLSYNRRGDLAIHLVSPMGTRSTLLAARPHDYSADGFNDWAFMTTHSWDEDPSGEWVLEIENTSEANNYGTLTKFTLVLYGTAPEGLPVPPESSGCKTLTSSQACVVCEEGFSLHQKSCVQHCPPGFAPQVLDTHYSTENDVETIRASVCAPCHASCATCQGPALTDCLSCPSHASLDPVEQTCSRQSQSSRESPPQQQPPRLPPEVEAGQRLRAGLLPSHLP
EBV gp42 inh: Epstein-Barr virus gp42 inhibitors, primary screen, biochemical, uHTS, fluorescence polarization. Glycoprotein 42 (Epstein-Barr virus (strain AG876)), Q1HVG2. inhibition, % (tested at 21.74 µM). AID 1085, 2008. Fluorescence polarization binding assay, mP read-out. actives 0.42% (n = 220,000); in the data active means inhibition above about 50%
Target sequence (Q1HVG2 whole entry, looked up): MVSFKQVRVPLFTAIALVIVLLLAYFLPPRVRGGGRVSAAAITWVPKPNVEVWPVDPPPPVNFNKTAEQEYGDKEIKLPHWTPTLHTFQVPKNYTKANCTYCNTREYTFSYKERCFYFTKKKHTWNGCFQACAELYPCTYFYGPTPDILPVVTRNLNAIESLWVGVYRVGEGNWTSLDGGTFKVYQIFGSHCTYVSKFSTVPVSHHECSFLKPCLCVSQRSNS
p97 inhibitor: inhibitors of human p97 ATPase, primary screen, biochemical; Transitional endoplasmic reticulum ATPase (Homo sapiens), P55072; recombinant p97 ATPase, Kinase-Glo ATP luminescence, 3 h; inhibition, % at 8 µM; actives 0.42% (n = 220,000); in the data active means inhibition above about 15%;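 further: 0% = DMSO vehicle and 100% = wells lacking enzyme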
Runt-CBFb FRET: inhibitors of RUNX1 Runt–CBFb binding, primary screen, biochemical, FRET, Cerulean-Runt, Venus-CBFb, uHTS. actives 0.46% (n = 220,000). Runt-related transcription factor 1 (Homo sapiens) + Core-binding factor subunit beta …. inhibition, % at 20 µM. Cerulean-Runt/Venus-CBFb FRET ratio 530/480, 1 h;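 active means inhibition over about 50% at 20 µM in the single-dose screen, limit read from the data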;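 further: 0% = DMSO wells and 100% = excess unlabeled CBFb competitor control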
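Doses: 20 µM compound in 1% DMSO | Material: Cerulean-labeled Runt domain protein | Amount: Each fluorescent fusion protein 100 nM | Schedule: Two 1 h room-temperature incubations shielded from light | Measured by: FRET fluorescence | Evaluation: Loss of energy transfer signal | Controls: Unlabeled CBFb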
RBBP9 inhibitor: human RBBP9 inhibitors, primary screen, biochemical, fluorescence polarization, FP-Rh probe, HTS | actives 0.2% (n = 220,000) | recombinant RBBP9 | Serine hydrolase RBBP9 (Homo sapiens), O75884 | inhibition, % at 7.94 µM;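 active means inhibition above the campaign mean of all tested compounds plus 3 SD, cut at about 14% in these data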;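 further: plate controls were DMSO wells with RBBP9 for no effect and wells lacking RBBP9 protein for full effect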
Target sequence (O75884 whole entry, looked up): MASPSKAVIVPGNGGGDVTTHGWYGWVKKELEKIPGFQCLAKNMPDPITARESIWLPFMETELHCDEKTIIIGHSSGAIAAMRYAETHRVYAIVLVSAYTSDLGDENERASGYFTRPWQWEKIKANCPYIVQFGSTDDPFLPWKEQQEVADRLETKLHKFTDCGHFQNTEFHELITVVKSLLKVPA
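System: RBBP9 protein / Quantity: 2.5 µM RBBP9 dispensing solution, before mixing / Also added: Serine-hydrolase probe FP-Rh, 375 nM pre-mixing / Dosing: 7.94 µM single dose, 0.794% DMSO / Timing: enzyme-compound preincubation 30 min, then probe labeling 45 min, 25 °C / Signal: FP readout at 525/598 nm / Controls: DMSO-treated enzyme wells and wells lacking RBBP9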
Calpain2 inh: inhibitors of pig calpain II, primary screen, biochemical, fluorogenic peptide substrate, 1536-well; inhibition, % at 16 µM; purified calpain II, 30 min; actives 0.37% (n = 220,000); AID 1236, 2008;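 active means inhibition above about 50%, limit read from the data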
Tb hexokinase: Trypanosoma brucei hexokinase 1 inhibitors, primary screen, biochemical, G6PDH-coupled NADH absorbance, MLSCN library; hexokinase 1 [Trypanosoma brucei]; recombinant TbHK1, G6PDH-coupled NADH A340; inhibition, % at 10 µM; actives 0.11% (n = 220,000); AID 1430, 2008;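 active means inhibition of 50% or more in the single-dose primary screen; inactive means inhibition below 50%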
Runt-SMMHC FRET: inhibitors of RUNX1 Runt–CBFb-SMMHC binding, primary screen, biochemical, FRET, Cerulean-Runt, Venus-CBFb-SMMHC, uHTS; inhibition, % at 20 µM; Cerulean-Runt/Venus-CBFb-SMMHC FRET ratio 530/480, 1 h; actives 0.74% (n = 220,000);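 active means mean inhibition across duplicate retests at 20 µM reaching about 50%, limit read from the data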;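 further: 0% = DMSO wells and 100% = wells with excess untagged CBFb-SMMHC; inhibitors lower the FRET ratio by blocking Runt binding to CBFb-SMMHC; some results filed as inactive read as strong as hits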
* = called active by the depositor; i = inactive; x = not tested or not shown; [ ] = remark or other dose.

SMILES	p47phox inh	Furin inhibitor	EBV gp42 inh	p97 inhibitor	Runt-CBFb FRET	RBBP9 inhibitor	Calpain2 inh	Tb hexokinase	Runt-SMMHC FRET
Cc1ccccc1C(=O)NC(=S)Nc1ccccc1C(=O)O	2.4	-19.0	-23.8	3.3	5.5	5.4	1.2	-1.2	0.2
O=C(CSc1nnc(-c2ccccc2Br)o1)Nc1cccc2ccccc12	-14.4	-18.3[20 µM]	-0.9	0.1	-0.8	7.2	14.7	2.5	-0.8
NS(=O)(=O)c1ccc(NC(=O)COC(=O)CCc2ccc(S(=O)(=O)N3CCOCC3)cc2)cc1	-12.3	-5.9	-4.2	-4.8	1.4	-6.9	-17.7	-4.6	-1.6
O=C(Cn1cnc2cc([N+](=O)[O-])ccc2c1=O)Nc1cccc(S(=O)(=O)N2CCOCC2)c1	-2.5	-31.1	-20.9	6.7	1.8	-11.1	-97.6	-2.5	-4.2
COc1cccc(-c2cc(C(F)(F)F)c(C#N)c(=O)[nH]2)c1	1.2	-16.0	-13.7	0.2	4.8	5.1	i	-14.4	16.2
CC1CCc2c(sc3nc(CSc4nnnn4C)[nH]c(=O)c23)C1 (centres undefined)	-9.1	-11.2	-21.6	2.1	-2.7	0.9	-121.9	-18.5	-2.3
O=C(CSc1nc2ccccc2c(=O)n1-c1ccccc1)c1c[nH]c2ccccc12	-10.7	-10.2	-22.9	1.9	1.9	-1.4	14.6	16.1	-0.7
CCCOC(=O)C1=C(C)NC2=C(C(=O)CCC2)C1c1ccc(N(C)C)cc1 (centres undefined)	-10.8	-10.9	-7.5	-7.1	3.2	-4.4	-35.4	-7.5	6.8
Cc1ccccc1N1CCN(c2ncnc3scc(-c4cccs4)c23)CC1	-17.3	-0.1[20 µM]	-23.1	-10.7	-2.1	-7.3	19.9	0.8	0.4
CN1C(=S)SC(N(O)C(=O)Nc2cccc3ccccc23)C1(C)C (centres undefined)	-12.8	-17.1[20 µM]	-4.5	6.6	7.7	1.4	-27.7	5.0	2.1
CCOc1ccc(C2C=C(c3ccc(F)cc3)Nc3ncnn32)cc1 (centres undefined)	-4.0	-20.0[20 µM]	53.4*	1.6	18.4	-6.3	-485.7	-3.3	62.6*
Cc1ccc(C(=O)N/C(=C\c2ccco2)C(=O)NCCCn2ccnc2)cc1	-13.5	-13.7	-6.1	2.0	0.3	2.8	-1.6	-9.0	-0.4
CCOc1ccccc1NC1c2ccccc2C(=O)N1c1ccc(C)cn1 (centres undefined)	3.7	-0.9	-3.3	1.9	-1.8	0.2	2.3	2.9	2.0
O=C1COc2ccc(C(=O)c3ccccc3)cc2CN1	-17.1	-32.7[20 µM]	-6.2	0.8	0.7	3.2	-24.0	4.1	0.4
CN(C)CCSc1nc(O)c(-c2ccccc2)c(=O)n1-c1ccccc1	-6.7	-6.9	-16.5	-4.4	0.7	8.2	27.7	-2.9	-0.6
O=C(NCCCn1ccnc1)c1cc2cc([N+](=O)[O-])ccc2oc1=O	-1.2	-17.4	-15.5	3.0	1.2	-4.2	4.7	-17.5	0.8
Cc1[nH]n(-c2ccccc2)c(=O)c1/C=N/N1CCOCC1	6.5	-1.9	-0.9	-2.6	-0.4	-11.2	-29.0	-22.8	-1.4
O=C1c2ccccc2C(Nc2cccnc2)N1Cc1ccc2c(c1)OCO2 (centres undefined)	-6.5	-22.3	3.6	2.0	0.2	-7.9	11.2	9.2	0.4
CC(C)Sc1nc2c(c(=O)n(C)c(=O)n2C)n1Cc1ccc(Cl)cc1	-11.0	-12.1[20 µM]	-3.3	-0.9	-12.8	-9.5	-18.3	-0.1	1.4
O=S(=O)(c1ccccc1)N1CCC2(CC1)OCCO2	-4.0	-11.6	-3.4	4.2	3.0	1.4	18.6	6.1	0.3
CCOc1ccc(OCC)c(NC(=O)CSc2nnc(-c3cccnc3)o2)c1	-4.9	-21.7	-10.9	5.5	-0.3	-5.4	5.6	3.3	-0.5
CC1(C)CC(=O)C2=C(C1)Nc1ccccc1N(C(=O)C1CC1)C2c1ccco1 (centres undefined)	-6.6	-13.6	-3.6	0.3	x	-8.6	-43.9	-28.4	x
OC(CNCCNc1ncccc1C(F)(F)F)Cn1ccc2ccccc21 (centres undefined)	-2.9	-23.7	-8.8	2.0	0.1	12.0	4.7	11.8	-2.8
Cc1ccc(C)c(Cn2cnc3c(oc4ccccc43)c2=O)c1	-10.6	-29.1	-16.7	-1.1	-0.5	-1.8	-9.3	-0.3	0.6
N#Cc1ccccc1NC(=S)Nc1ccc(F)cc1	4.2	-20.3	2.0	-2.1	-0.9	-9.8	22.6	-2.9	2.5

Some of these compounds in order of the Runt-CBFb FRET value, rising.
SMILES	p47phox inh	Furin inhibitor	EBV gp42 inh	p97 inhibitor	Runt-CBFb FRET	RBBP9 inhibitor	Calpain2 inh	Tb hexokinase	Runt-SMMHC FRET
O=C(CSc1nnc(-c2ccccc2Br)o1)Nc1cccc2ccccc12	-14.4	-18.3[20 µM]	-0.9	0.1	-0.8	7.2	14.7	2.5	-0.8
Cc1ccc(C)c(Cn2cnc3c(oc4ccccc43)c2=O)c1	-10.6	-29.1	-16.7	-1.1	-0.5	-1.8	-9.3	-0.3	0.6
O=C1c2ccccc2C(Nc2cccnc2)N1Cc1ccc2c(c1)OCO2 (centres undefined)	-6.5	-22.3	3.6	2.0	0.2	-7.9	11.2	9.2	0.4
CN(C)CCSc1nc(O)c(-c2ccccc2)c(=O)n1-c1ccccc1	-6.7	-6.9	-16.5	-4.4	0.7	8.2	27.7	-2.9	-0.6
O=C(CSc1nc2ccccc2c(=O)n1-c1ccccc1)c1c[nH]c2ccccc12	-10.7	-10.2	-22.9	1.9	1.9	-1.4	14.6	16.1	-0.7
Cc1ccccc1C(=O)NC(=S)Nc1ccccc1C(=O)O	2.4	-19.0	-23.8	3.3	5.5	5.4	1.2	-1.2	0.2

(list continues)
SMILES	p47phox inh	Furin inhibitor	EBV gp42 inh	p97 inhibitor	Runt-CBFb FRET	RBBP9 inhibitor	Calpain2 inh	Tb hexokinase	Runt-SMMHC FRET
CCOc1ccccc1C1CC(=O)NC2=C1C(=O)CC(C)(C)C2 (centres undefined)	-1.7	-28.5	-12.4	1.5	0.3	-8.4	3.7	-3.6	-1.0
CN(C)c1cc(NC(=O)CN2CCCC2)c2ccccc2n1	7.2	-1.4	-0.3	-2.9	-1.8	6.6	-18.1	-8.1	2.0
Cc1ccc(C2CC(c3cccs3)=NN2C(=O)c2ccc(Br)o2)cc1 (centres undefined)	-18.6	-8.2[20 µM]	-3.3	-1.0	0.4	-2.5	-33.0	-13.4	-5.9
O=C(CN1C(=O)C2C3C=CC(C3)C2C1=O)NCc1ccco1 (centres undefined)	-4.1	-24.2[20 µM]	0.9	5.9	-1.4	3.5	12.8	0.7	-2.7
COc1cc(NC(=O)C23CC4CC(C2)CC(n2nnc(C)n2)(C4)C3)c(OC)cc1Cl	-2.2	-11.3	15.4	-0.1	0.1	0.2	14.0	13.0	-6.0
O=C(c1ccc2nc(N3CCCCC3)sc2c1)N1CCN(Cc2ccc3c(c2)OCO3)CC1	-8.8	-16.0	-9.4	-8.8	-0.7	-11.6	3.8	-3.9	-2.0
OCCC1CN(Cc2ccn[nH]2)CCN1Cc1ccc(F)c(F)c1 (centres undefined)	5.8	-27.5	-19.5	1.4	-1.2	-4.6	-16.8	-5.6	-2.6
Cn1c(=O)c2c(nc(Cc3ccccc3)n2C)n(C)c1=O	1.6	-26.3	-5.7	-4.1	-0.1	3.2	-12.3	-12.1	-3.0
Cc1ccc(CN2C(=O)c3ccccc3NC2c2ccccn2)cc1 (centres undefined)	-5.4	-12.1	-16.3	-0.9	-2.8	-10.7	-471.0	5.2	1.4
O=C(OC(C(=O)O)C(OC(=O)c1ccccc1)C(=O)NCc1ccccc1)c1ccccc1 (centres undefined)	-4.4	-13.8	-15.6	6.8	x	-5.1	1.1	2.4	-0.3
O=C(N/N=C/c1ccncc1)C1CC1C(=O)N/N=C/c1ccncc1 (centres undefined)	-7.0	-20.0	-14.0	4.0	-2.2	-4.8	-8.9	-1.3	-27.0
CCOc1ccc(C(C)NC(=O)C2CCCC2)cc1 (centres undefined)	-7.1	-24.7	-12.2	4.8	-1.2	2.6	-1.3	1.4	-53.4
O=C(O)c1ccc(-n2nc(C(F)(F)F)c3c2-c2ccoc2CC3)cc1	-3.4	21.8[20 µM]	-24.1	3.2	4.0	4.8	-1.0	-4.0	4.7
CC(=O)Nc1ccc(NC(=O)COC(=O)c2c(C)nn(-c3ccccc3)c2C)cc1	3.6	-15.4	-7.6	5.9	-2.2	0.1	6.4	26.4	-0.1
CCn1cc(C(=O)O)c(=O)c2cnc(N3CCN(C(=S)Nc4ccccc4)CC3)nc21	3.2	-24.1	2.0	8.7	3.4	8.4	8.0	-18.6	-5.7
O=C(COC(=O)/C=C/c1ccco1)Nc1cccc([N+](=O)[O-])c1	-0.2	-11.3	4.0	-5.5	15.3	-12.1	16.9	-1.5	1.2
O=C(NNC(=S)Nc1ccc(Cl)c(Cl)c1)c1ccccn1	-3.5	-12.0	6.9	-0.4	4.9	-6.5	23.6	-19.6	-4.3
CCNC(=S)/N=C(/Nc1ccc(OC)cc1)Nc1nc(C)cc(C)n1	-9.9	-15.0	-9.3	4.6	-0.6	4.4	2.4	-6.8	8.5
CCOCCCNCC(=O)NCC1CCCCC1	1.1	-19.7	-19.1	3.7	0.9	-3.6	-6.1	-10.2	0.4
COC(=O)CC1COc2ccccc2N1C(=O)c1ccc(Br)cc1 (centres undefined)	2.3	-16.0	-6.7	2.2	0.9	-3.4	13.8	-3.3	1.3
Cc1nc2sc(C(c3cccs3)N3CC(C)CC(C)C3)c(O)n2n1 (centres undefined)	-8.7	-5.0	-19.1	0.9	2.0	-6.6	11.1	-11.8	-8.1
Cc1ccc(C)c(Cn2c(C(C)O)nc3ccccc32)c1 (centres undefined)	-7.7	-17.1[20 µM]	-10.6	-4.9	-1.6	-5.0	10.8	-2.5	-2.6
CCn1nnnc1-c1ccc(OC)c(S(=O)(=O)NCCc2ccccc2)c1	5.6	-11.9	-11.4	3.7	-0.4	-1.0	22.4	0.4	-2.8
N/C(=N\OC(=O)Cc1ccccc1[N+](=O)[O-])c1cccc(Br)c1	3.0	-25.8	-9.2	3.3	-0.1	-0.2	15.1	-7.6	-0.6
CN(C)c1ccc(C(O)P(=O)(OC2CCCCC2)OC2CCCCC2)cc1 (centres undefined)	-9.8	-3.4	-6.0	2.1	6.2	2.6	-2.1	-3.9	-4.7
Cc1ccc(C)c(CSc2ccc3nnc(-c4ccccn4)n3n2)c1	2.4	-20.4	-18.6	2.0	0.2	-1.3	31.7	2.2	3.6
